# Siah-1 displacement – Siah-1 peptide-binding antagonists, primary screen, biochemical, fluorescence polarization, rhodamine-plectin, uHTS (AID 1817); Siah-1 / rhodamine-plectin peptide fluorescence polarization; higher % means a stronger effect; 290,000 compounds, 0.02% hits; displacement, % at 20 µM, or IC50 in µM where a hit was titrated;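 active = displacement of at least 50% at 20 µM, with a fluorescence ratio check between 0.3 and a set limit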;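 note: plate controls were Siah plus tracer with DMSO for no effect and tracer alone without Siah for full effect; strong numbers were not always called active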
# Dengue-2 NS5 capping – flavivirus cap methylation enzyme inhibition – biochemical, confirmation dose response, primary screen (AID 588689); Dengue-2 NS5 methyltransferase capping enzyme assay, biochemical; higher % means a stronger effect; 340,000 compounds, 0.3% hits; inhibition, % at 25 µM; hits with a dose series show IC50 in µM; in the data active = a potency from the dose series
# XIAP displacement – XIAP antagonists, biochemical, IAP family, fluorescence polarization (AID 1018); XIAP BIR domain, fluorescence polarization peptide displacement; higher % means a stronger effect; one-dose displacement, % at 20 µM; IC50 in µM for titrated hits; 200,000 compounds, 0.007% hits; in the data active = displacement above about 50%; note: a part of the inactive calls stands beside numbers as strong as those of hits
# Large T inhibition – SV40 large T antigen inhibitors, biochemical (AID 1903); SV40 large T antigen ATPase/helicase inhibition assay; higher % means a stronger effect; one-dose inhibition, % at 20 µM; IC50 in µM for titrated hits; 310,000 compounds, 0.39% hits; in the data active = a potency from the dose series; note: strong numbers were not always called active
# HIV peptide binding – inhibitors of HIV fusion peptide binding, primary screen, biochemical, uHTS, fluorescence dequenching (AID 1986); cell-free peptide binding, fluorescence dequenching, 30 min; higher % means a stronger effect; 290,000 compounds, 0.3% hits; inhibition, % at 20 µM; hits with a dose series show IC50 in µM; in the data active = inhibition mostly above about 52%, no sharp cut-off; inactive = mostly below about 76%; note: some results filed as inactive read as strong as hits
# RSV CPE inhibition – inhibition of RSV-induced cytopathic effect – HEp-2 cells, primary 10 µM value included (AID 2391). HEp-2 cells, RSV-induced CPE inhibition; higher % means a stronger effect. CPE inhibition, % at 10 µM; hits with a dose series show IC50 in µM. 310,000 compounds, 0.13% hits; in the data active = a potency from the dose series; note: strong numbers were not always called active
# MgcRacGAP inhibition – MgcRacGAP GTPase-activating activity inhibitors, confirmation, biochemical, ADP Hunter fluorescence; MgcRacGAP-stimulated Rac1 GTP hydrolysis, ADP Hunter fluorescence; higher % means a stronger effect; GST-tagged Rac1 F28L mutant substrate; one-dose inhibition, % at 30 µM; IC50 in µM for titrated hits; 340,000 compounds, 0.6% hits; AID 624330;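 active = first-screen hits whose inhibition reached a set limit at any dose in the follow-up dose series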;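 note: fluorescence reports GDP produced by GAP-driven GTP hydrolysis; strong numbers were not always called active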
# AID2073 – disruptors of CaV2.2 binding to Mint1 – biochemical, HTRF (AID 2073) | HTRF protein-protein interaction, Mint1-CaV2.2; higher % means a stronger effect | one-dose inhibition, % at 20 µM; IC50 in µM for titrated hits | 290,000 compounds, 0.19% hits; in the data active = inhibition mostly above about 51%, no sharp cut-off; note: some results filed as inactive read as strong as hits
# LYP phosphatase – PTPN22 lymphoid phosphatase activity blockers – biochemical, fluorescence intensity, uHTS (AID 1779). 290,000 compounds, 0.054% hits. inhibition, % at 11.5 µM, or IC50 in µM where a hit was titrated. recombinant LYP phosphatase, fluorescence intensity; higher % means a stronger effect; in the data active = inhibition above about 50%;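 note: plate controls were vehicle with enzyme for no effect and no enzyme for full effect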
# Dengue-2 NS5 capping pilot replicate – also measured in Dengue-2 NS5 capping; calls as there; inhibition, %; measured here: pilot screen replicate inhibition
# * marks the source's active call; other numbers are inactive results; / = not tested or not shown. An unsorted share of the library. Share with any hit: about 1.7%.
SMILES,Siah-1 displacement,Dengue-2 NS5 capping,XIAP displacement,Large T inhibition,HIV peptide binding,RSV CPE inhibition,MgcRacGAP inhibition,AID2073,LYP phosphatase,others
COc1cccc(C2c3[nH]c4ccccc4c3C[C@H]3C(=O)N(CCCOC(C)C)CC(=O)N23)c1 (stereo partly drawn),4%,1%,/,-8%,-0.3%,3.4%,/,3%,-13%,
COc1cc2ccccc2cc1C(=O)Nc1ccc(C)cc1,9%,6%,/,2%,-0.2%,-0.8%,12%,13%,-1%,
Cc1cc(NC(=O)c2ccc(S(=O)(=O)Nc3ccccc3)cc2)no1,2%,1%,-5.7%,23%,-1.2%,0.4%,1%,-10%,-4%,
COc1cccc(/C=N/NC(=O)CNC(=O)c2ccc(S(=O)(=O)N3CCOCC3)cc2)c1OC,2%,3%,-5.4%,1%,-1.0%,0.5%,6%,0%,-8%,
COCCNS(=O)(=O)c1ccccc1,-5%,0%,-6.9%,6%,3.5%,-0.3%,-6%,2%,-11%,
CC(=O)Nc1ccc(Oc2cc(N)cc([N+](=O)[O-])c2)cc1,0%,/,-4.9%,4%,-1.7%,0.6%,5%,-4%,-3%,
Cc1oc(-c2ccc3c(c2)OCCO3)cc1C(=O)NC(CCC(=O)O)C(=O)O (stereo not drawn),-2%,-4%,-16%,12%,-0.3%,-0.1%,6%,20%,-2%,
O=C(CSc1n[nH]c(-c2cccnc2)n1)Nc1cccc(Cl)c1,2%,-21%,/,6%,1.5%,2.7%,4%,2%,-6%,
O=C(NCc1ccccc1)C1=C[C@@H](C2CCCCC2)C[C@@H](OCCCCO)O1,/,-2%,/,10%,/,-1.0%,6%,/,/,
Cc1ccc(NC2=NCC(=O)N2C2CCCC2)cc1,-1%,1%,-14%,-1%,0.4%,1.0%,6%,-9%,-8%,
COc1ccc(C2CC(c3ccccc3)=NN2C(=O)CCC(=O)O)cc1 (stereo not drawn),2%,-6%,/,0%,0.5%,0.6%,-3%,8%,-6%,
C=C(C)Cn1c(C)cc(C)c(S(=O)(=O)c2ccccc2C)c1=O,1%,0%,-1.4%,2%,3.5%,9.1%,2%,4%,-1%,
COc1ccc(S(=O)(=O)n2nc(C)cc2C)c(C)c1C,1%,-2%,-2.1%,3%,-4.1%,5.7%,10%,-4%,1%,
COc1ccc(CCNc2oc(-c3ccc(OC)c(OC)c3)nc2C#N)cc1,-2%,1%,-4.9%,7%,-0.9%,7.6%,9%,3%,-13%,
CC(C)(C)Nc1ncnc2sc(-c3ccccc3)cc12,-2%,-5%,/,3%,1.2%,8.7%,5%,10%,-7%,
CCOC(=O)/C(C#N)=C/c1c(Oc2cc(C)cc(C)c2)nc2ccccn2c1=O,-4%,3%,-17%,12%,-1.5%,2.5%,6%,10%,-3%,
NC(=O)C1CCN(C(=O)c2cnn(-c3ccccc3)c2NC(=O)c2cccc(F)c2)CC1,-1%,-4%,/,6%,-1.2%,1.1%,4%,-13%,0%,
C=CCc1cccc2cc(C(=O)N3CCN(C(=O)c4ccco4)CC3)c(=O)oc12,2%,-5%,1.5%,10%,2.2%,-0.8%,-4%,10%,2%,
Cc1cnc(C(=O)OCC(=O)NC(=O)c2ccccc2)cn1,/,6%,/,7%,/,2.1%,3%,/,/,
COC(C/C=C\[C@@H](O)COCc1ccccc1)OC,0%,-4%,/,/,0.4%,/,1%,-6%,-8%,
O=C(Cc1cccs1)NCc1cccnc1,-2%,-4%,-6.7%,-3%,-3.0%,0.6%,1%,25%,0%,
COc1c(F)c(F)c(C(=O)Nc2ccc(N3CCN(Cc4ccccc4)CC3)cc2)c(F)c1F,3%,1%,-3.0%,13%,-2.8%,20%,-4%,-4%,0%,
Cc1nc(C)n(CC(O)COc2ccc3cc(Br)ccc3c2)n1 (stereo not drawn),1%,0%,-0.6%,6%,1.7%,3.6%,8%,8%,-2%,
O=C(/C=C/c1cccc(Cl)c1)c1ccc([N+](=O)[O-])o1,/,28%,/,41µM*,/,-4.4%,13%,/,/,
CCCCn1c(N)c(N(CCOC)C(=O)C2CCN(C(=O)c3ccc(Cl)cc3)CC2)c(=O)[nH]c1=O,/,-8%,/,6%,/,-0.5%,-6%,/,/,

# An excerpt from above in order of molar mass, smallest number first.
SMILES,Siah-1 displacement,Dengue-2 NS5 capping,XIAP displacement,Large T inhibition,HIV peptide binding,RSV CPE inhibition,MgcRacGAP inhibition,AID2073,LYP phosphatase,others
O=C(Cc1cccs1)NCc1cccnc1,-2%,-4%,-6.7%,-3%,-3.0%,0.6%,1%,25%,0%,
CC(C)(C)Nc1ncnc2sc(-c3ccccc3)cc12,-2%,-5%,/,3%,1.2%,8.7%,5%,10%,-7%,
COc1cc2ccccc2cc1C(=O)Nc1ccc(C)cc1,9%,6%,/,2%,-0.2%,-0.8%,12%,13%,-1%,
Cc1cnc(C(=O)OCC(=O)NC(=O)c2ccccc2)cn1,/,6%,/,7%,/,2.1%,3%,/,/,
CCOC(=O)/C(C#N)=C/c1c(Oc2cc(C)cc(C)c2)nc2ccccn2c1=O,-4%,3%,-17%,12%,-1.5%,2.5%,6%,10%,-3%,
C=CCc1cccc2cc(C(=O)N3CCN(C(=O)c4ccco4)CC3)c(=O)oc12,2%,-5%,1.5%,10%,2.2%,-0.8%,-4%,10%,2%,

# (more compounds)
SMILES,Siah-1 displacement,Dengue-2 NS5 capping,XIAP displacement,Large T inhibition,HIV peptide binding,RSV CPE inhibition,MgcRacGAP inhibition,AID2073,LYP phosphatase,others
Cc1cc(N2CCOCC2)nc2ccc(NC(=O)CCC(=O)N3CCN(c4ccccc4F)CC3)cc12,3%,-5%,/,4%,-2.9%,14%,9%,2%,-9%,
O=C(COc1ccc2c(-c3ccccc3)cc(=O)oc2c1)NCC1CCC(C(=O)O)CC1 (stereo not drawn),-5%,2%,/,/,0.4%,3.4%,2%,7%,-4%,
Cc1ccc(Cc2nc(-c3ccncc3)no2)cc1,-2%,-2%,-4.7%,9%,1.5%,9.7%,3%,1%,2%,
CCOC(=O)CSc1nnc(Cn2nnc(-c3ccccc3)n2)n1CC,2%,0%,-1.8%,8%,-1.9%,1.5%,6%,2%,1%,
Cc1ccccc1NC(=O)C1CCCN(c2ncnc3onc(-c4ccc(F)cc4)c23)C1 (stereo not drawn),-2%,1%,/,6%,0.1%,1.9%,3%,-5%,2%,
NS(=O)(=O)c1ccc(NNC(=O)c2ccc(F)cc2F)cc1,8%,/,/,-2%,-1.1%,0.9%,/,-6%,-1%,
COc1ccc(-c2ccc(-c3noc(C4CCCCC4)n3)c(OC)n2)cc1,-3%,4%,-23%,26%,0.0%,/,11%,-3%,1%,
CC1=CCC(C(=O)O)C(C(=O)Nc2nc3ccc(S(C)(=O)=O)cc3s2)C1 (stereo not drawn),-3%,-3%,-7.2%,8%,1.4%,1.4%,-2%,16%,-1%,
C=CCCC(=O)Nc1nc(C)c(-c2csc(Nc3ccccc3OC)n2)s1,1%,-10%,-4.5%,33%,2.7%,4.2%,5%,8%,-3%,
CCN(CC)C(=O)CSc1nc2c(sc(=S)n2-c2ccccc2)c(=O)n1-c1ccc(OC)cc1OC,-2%,-12%,/,6%,3.0%,3.3%,15%,-7%,3%,
COc1ccccc1NS(=O)(=O)c1ccc(C)c(C(=O)NCC(c2ccco2)N2CCCCC2)c1 (stereo not drawn),-1%,-7%,/,28%,1.8%,1.5%,10%,4%,-4%,
O=C1C(C2=NC(C(=O)O)C3C(=O)N(c4ccc(Cl)cc4)C(=O)C23)=C(O)c2ccccc21 (stereo not drawn),0%,1%,-5.4%,4%,-1.8%,1.1%,7%,5%,-1%,
Cc1ccc(/C(O)=C/c2nc3cc(C)ccc3oc2=O)cc1,6%,/,/,15%,16%,2.1%,/,-10%,-7%,
COc1ccc(C2OCC3(O)C(c4ccc(OC)c(OC)c4)OCC23)cc1OC (stereo not drawn),6%,-1%,/,5%,-1.0%,4.3%,2%,-2%,-4%,
Cc1cccc(NC(=O)CSCC(=O)N=c2sccn2C)c1,/,2%,/,13%,/,-1.3%,3%,/,/,
Nc1ccc(SCCN2C(=O)c3ccccc3C2=O)cc1,-1%,1%,-6.9%,26%,0.1%,0.1%,12%,3%,-5%,Dengue-2 NS5 capping pilot replicate=3.0
Cc1ccc(CNC(=O)C2CC(c3ccccc3C(F)(F)F)=NO2)o1 (stereo not drawn),/,-10%,/,4%,/,2.0%,8%,/,/,
N#CCc1c(C#N)c(N)nc(N2CCN(c3ccc(F)cc3)CC2)c1C#N,2%,-11%,-5.1%,7%,0.3%,0.8%,9%,5%,0%,
O=C(NNC(=S)Nc1ccc(F)cc1)C1[C@H]2CCCC[C@@H]12 (stereo partly drawn),-1%,/,/,11%,-3.0%,-0.2%,/,-26%,-4%,
CCN(CC(=O)Nc1ccc(NC(C)=O)cc1)C(=O)c1ccc(=O)[nH]c1,4%,1%,/,29%,0.9%,2.2%,6%,8%,-4%,
CCOC(=O)c1c(-c2ccc(C)cc2)csc1NC(=O)/C(C#N)=C/c1ccc(O)c(OC)c1,-2%,-104%,-5.9%,17%,95%,/,7%,44%,11%,
Cc1nc(C)n(C(C)CNS(=O)(=O)c2ccc(C)c(C)c2)n1 (stereo not drawn),0%,-2%,/,-18%,-0.2%,0.2%,7%,8%,-14%,
COC(=O)c1nc(N)sc1C(C)C,8%,-3%,-17%,9%,0.6%,3.9%,6%,1%,-12%,
COc1ccc(N2CCN(C(=O)CNC(=O)c3nn(-c4ccc(OC)cc4)c(=O)c4ccccc34)CC2)cc1,5%,2%,/,13%,0.2%,1.7%,13%,8%,-2%,
Cc1nc2cc(NCc3ccc(Cl)cc3)ccc2n1C,-3%,/,/,22%,-1.7%,-0.9%,24%,-10%,-8%,
O=C(CN(Cc1ccccc1)C(=O)CCl)c1cccc(Br)c1,/,-8%,/,1%,/,-4.5%,-1%,/,/,
Cc1c(CN2CCC(C(=O)Nc3ccc(Oc4ccccc4)nc3)CC2)cnn1C,8%,-11%,/,10%,-1.3%,1.6%,12%,9%,-8%,
CC(=O)c1ccc(NC(=S)Nc2ccc(Br)c(Cl)c2)cc1,19%,-9%,-4.4%,3%,-1.2%,16%,5%,35%,0%,
O=C(CN1CCOCC1)Nc1ccc(Cl)c(Cl)c1,6%,4%,/,4%,3.4%,-0.5%,22%,9%,-9%,Dengue-2 NS5 capping pilot replicate=1.8

# Molecules from the list above containing a thiophene ring, fused or not (three):
SMILES,Siah-1 displacement,Dengue-2 NS5 capping,XIAP displacement,Large T inhibition,HIV peptide binding,RSV CPE inhibition,MgcRacGAP inhibition,AID2073,LYP phosphatase,others
CC(C)(C)Nc1ncnc2sc(-c3ccccc3)cc12,-2%,-5%,/,3%,1.2%,8.7%,5%,10%,-7%,
O=C(Cc1cccs1)NCc1cccnc1,-2%,-4%,-6.7%,-3%,-3.0%,0.6%,1%,25%,0%,
CCOC(=O)c1c(-c2ccc(C)cc2)csc1NC(=O)/C(C#N)=C/c1ccc(O)c(OC)c1,-2%,-104%,-5.9%,17%,95%,/,7%,44%,11%,

# From PubChem
